# Bioassay records as filed in PubChem.
# SENP8 block-1 – blocks the human protease SENP8; actives 1.2% (n = 330,000); Q96LD8; inhibition, % at 10 µM; AID 2540; purified SENP8, Z-RLRGG-aminoluciferin cleavage, luminescence; in the data active = inhibition above about 50%
# SENP7 block – blocks the human protease SENP7 | recombinant SENP7, Z-RLRGG-aminoluciferin luminescence, 40 min | actives 1.5% (n = 330,000) | inhibition, % at 5 µM;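 active = inhibition above about 50% at the single test dose, limit read from the data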;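 also: plate controls were DMSO with enzyme for no effect and no enzyme buffer wells for full effect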
# SENP8 block-2 – inhibitors of human SENP8 protease | recombinant SENP8, Nedd8 substrate fluorescence | inhibition, % at 20 µM | actives 0.64% (n = 360,000) | Q96LD8 | AID 602440; in the data active = inhibition mostly above about 40%, no sharp cut-off; inactive = mostly below about 27%
# SENP6 inh – SENP6 protease inhibition; Q9GZR1; Recombinant SENP6 catalytic domain, aminoluciferin luminescence; inhibition, % at 10 µM; actives 1.8% (n = 330,000); AID 2599;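 active = inhibition above about 50% at the single tested dose, limit read from the data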;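 also: plate controls were DMSO wells with enzyme for no effect and DMSO wells lacking enzyme for full effect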
# HKDC1 inh – inhibitors of human hexokinase HKDC1 | Q2TB90 | recombinant HKDC1, G6PDH/diaphorase resazurin coupled fluorescence | inhibition, % at 20 µM | actives 0.16% (n = 340,000);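 active = inhibition above about 35% when tested at 20 µM, limit read from the data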;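 also: plate controls were DMSO wells with enzyme for no effect and DMSO wells lacking enzyme for full effect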
#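 Test system: recombinant HKDC1 (HK5) hexokinase enzyme, produced in-house / Doses: 20 µM test compound, 1% DMSO / Timing: 90 min, room temperature / Detection: G6PDH/diaphorase-coupled fluorescence, 1 mM NADP, 100 µM resazurin, 525/613 nm / Control set: DMSO wells with and without enzyme mix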
# PfG6PD inh – PfG6PD (Plasmodium falciparum) enzyme inhibition. PfGluPho enzyme, NADPH resazurin-diaphorase fluorescence. inhibition, % at 20 µM. actives 0.78% (n = 350,000). AID 504690;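 active = inhibition reaching at least a set limit at 20 µM in the primary screen, cut at about 59% in these data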;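 also: 0% = DMSO wells with substrate and 100% = DMSO wells lacking glucose-6-phosphate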
# Apaf-1 inh – blocks human Apaf-1 apoptosome activity; reconstituted apoptosome caspase-3 activity, DEVD-Rh110 fluorescence; inhibition, % at 20 µM; actives 0.71% (n = 330,000); AID 489030; active = inhibition of at least 40% at 20 µM;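 also: plate controls were DMSO wells for no effect and DEVD-CHO caspase inhibitor wells for full effect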
# Target sequence (O14727 whole entry, looked up): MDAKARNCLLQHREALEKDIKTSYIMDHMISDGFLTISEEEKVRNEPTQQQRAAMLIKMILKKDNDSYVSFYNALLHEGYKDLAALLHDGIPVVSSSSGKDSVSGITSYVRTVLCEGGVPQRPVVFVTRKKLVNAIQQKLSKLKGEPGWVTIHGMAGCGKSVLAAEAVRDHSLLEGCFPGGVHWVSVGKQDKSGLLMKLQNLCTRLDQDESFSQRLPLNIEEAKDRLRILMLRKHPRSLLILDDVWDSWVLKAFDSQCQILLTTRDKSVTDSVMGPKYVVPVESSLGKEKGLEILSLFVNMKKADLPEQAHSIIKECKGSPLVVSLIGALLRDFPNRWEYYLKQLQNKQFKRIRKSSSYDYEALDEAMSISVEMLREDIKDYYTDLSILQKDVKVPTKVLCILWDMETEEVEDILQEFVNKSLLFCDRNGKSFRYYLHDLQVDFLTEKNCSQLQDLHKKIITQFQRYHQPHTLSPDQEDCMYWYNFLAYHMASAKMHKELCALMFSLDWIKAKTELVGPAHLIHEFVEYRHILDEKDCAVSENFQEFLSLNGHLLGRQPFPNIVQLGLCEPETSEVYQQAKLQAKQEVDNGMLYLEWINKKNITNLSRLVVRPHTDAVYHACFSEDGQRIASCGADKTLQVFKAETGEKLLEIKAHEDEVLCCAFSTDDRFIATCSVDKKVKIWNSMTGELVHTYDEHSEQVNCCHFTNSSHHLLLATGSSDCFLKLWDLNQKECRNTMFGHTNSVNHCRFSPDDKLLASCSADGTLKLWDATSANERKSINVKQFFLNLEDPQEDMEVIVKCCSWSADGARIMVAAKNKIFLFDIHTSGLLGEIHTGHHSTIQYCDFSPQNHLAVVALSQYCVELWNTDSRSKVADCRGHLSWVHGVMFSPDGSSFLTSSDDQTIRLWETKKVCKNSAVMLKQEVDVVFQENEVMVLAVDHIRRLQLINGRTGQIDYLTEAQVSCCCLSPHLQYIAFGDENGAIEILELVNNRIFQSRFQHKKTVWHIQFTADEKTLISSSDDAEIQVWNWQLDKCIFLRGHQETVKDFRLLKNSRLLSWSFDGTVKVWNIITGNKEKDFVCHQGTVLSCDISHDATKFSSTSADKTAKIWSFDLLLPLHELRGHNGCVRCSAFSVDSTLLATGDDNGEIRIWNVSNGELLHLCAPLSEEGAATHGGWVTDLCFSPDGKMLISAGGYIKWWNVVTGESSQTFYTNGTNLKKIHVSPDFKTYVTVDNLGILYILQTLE
#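 detection = Rh110 fluorescence intensity | test system = biochemical Apaf-1 apoptosome reconstitution | also added = cytochrome c and DEVD-Rh110 substrate | schedule = 30 min plus 50 min, RT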
# SENP1 FRET inh – inhibitors of human SENP1 SUMO protease catalytic domain; Q9P0U3; recombinant SENP1 catalytic domain, CyPet-SUMO1-YPet FRET cleavage; inhibition, % at 10 µM; actives 0.21% (n = 360,000);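 active = inhibition at least 30% at 10 µM, raw YFP signal under a set limit, fluorescence ratio 0.5 to 1.5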;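 also: 0% = enzyme with DMSO and 100% = no enzyme wells; some results filed as inactive read as strong as hits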
#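 Controls: no-enzyme wells low, DMSO-plus-enzyme wells high control. Test system: human recombinant His6-tagged SENP1 catalytic domain enzyme. Reagent: SFCypet-SUMO1-SFYpet FRET protein substrate, 25 nM final. Doses: one dose per compound, 10 µM, 0.5% DMSO. Detection: FRET, CFP and YFP emission. Timing: 50 min reaction at room temperature.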
# NLRP3 yeast inh – inhibitors of NALP3 inflammasome in yeast. Yeast reconstituted NLRP3/ASC/caspase-1, beta-gal luminescence, 24 h. inhibition, % at 10 µM. actives 0.39% (n = 330,000);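 active = inhibition of 50% or more; inactive = inhibition below 50%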;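 also: plate controls were induced DMSO wells for no effect and uninduced yeast grown without galactose for full effect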
# Active calls of the source: *; · = no result given.
entry	compound	SENP8 block-1	SENP7 block	SENP8 block-2	SENP6 inh	HKDC1 inh	PfG6PD inh	Apaf-1 inh	SENP1 FRET inh	NLRP3 yeast inh
1	Cc1onc(-c2ccccc2Cl)c1C(=O)NCc1ccc(N2CCCC2=O)cc1	-7	-12	33	-2	-7	-3	2	0	-3
2	CS(=O)(=O)NN1C(=O)c2ccccc2NC1c1ccccc1 (stereo not given)	2	-2	-376	-29	-7	-10	7	-9	7
3	COc1ccc(OC)c(-c2nnc(NC(=O)C(C)Sc3nncn3C)s2)c1 (stereo not given)	-3	5	-369	-2	6	5	7	-1	-12
4	O=S(=O)(c1ccc(Cl)c2ccccc12)N1CCCC1	-13	-12	8	-5	5	8	1	3	16
5	CN(Cc1ccccc1)C(=O)COC(=O)c1ccc2ccccc2n1	0	2	3	-5	-8	21	-6	1	9
6	CCOC(=O)c1cn2nc(Oc3ccc(C(=O)OC)cc3)ccc2n1	-2	6	-408	-12	-2	0	5	1	13
7	CCOC(=O)c1nnn(-c2nc(OC)nc(N(C)C)n2)c1-c1ccccc1	4	-2	22	-3	-2	15	6	0	-6
8	O=C(O)CCSc1nnc(-c2ccncc2)n1-c1ccccc1	5	-9	3	-4	-1	-2	4	1	19
9	Cc1ccc(OCCN(C)C(=O)C2CCC(=O)N(CCCN3CCOCC3)C2)cc1 (stereo not given)	3	-4	5	2	-4	-1	7	0	3
10	Cc1sc2ncnc(SCC(=O)NC(C)C(C)C)c2c1C (stereo not given)	-4	1	1	-5	15	-31	12	5	18
11	C/C(N)=C(/C#N)C(=O)COC(=O)c1ccc(NC(N)=O)cc1	6	3	36	-3	-6	-29	-22	1	-4
12	Cc1ccc(-n2nnnc2Sc2nc([N+](=O)[O-])nn2C)cc1	6	9	21	4	-3	9	-8	-1	14

# Quoted at random: 3 records from the list
entry	compound	SENP8 block-1	SENP7 block	SENP8 block-2	SENP6 inh	HKDC1 inh	PfG6PD inh	Apaf-1 inh	SENP1 FRET inh	NLRP3 yeast inh
9	Cc1ccc(OCCN(C)C(=O)C2CCC(=O)N(CCCN3CCOCC3)C2)cc1 (stereo not given)	3	-4	5	2	-4	-1	7	0	3
11	C/C(N)=C(/C#N)C(=O)COC(=O)c1ccc(NC(N)=O)cc1	6	3	36	-3	-6	-29	-22	1	-4
7	CCOC(=O)c1nnn(-c2nc(OC)nc(N(C)C)n2)c1-c1ccccc1	4	-2	22	-3	-2	15	6	0	-6

# (more compounds)
entry	compound	SENP8 block-1	SENP7 block	SENP8 block-2	SENP6 inh	HKDC1 inh	PfG6PD inh	Apaf-1 inh	SENP1 FRET inh	NLRP3 yeast inh
13	O=C(Cc1ccccc1)Nc1ccc2c(c1)OC1(CCCC1)O2	7	0	-2	18	1	11	12	0	18
14	CC(=O)c1c(C)[nH]c(C(=O)Nc2nc(-c3ccccc3)c(C)s2)c1C	-14	10	-424	11	-13	1	16	0	16
15	CCOC(=O)C1=C(C)NC(=O)NC1c1ccsc1 (stereo not given)	-4	0	13	-3	-8	-6	-2	-1	3
16	Cc1c(Cl)cccc1NC(=O)CNC(=O)Cc1n[nH]c(=O)c2ccccc12	-19	-2	4	-18	-8	5	7	3	13
17	CSCCC(NC(=O)c1ccc(Cl)cc1Cl)C(=O)OCC(N)=O (stereo not given)	-9	12	17	-16	-1	-2	-20	2	7
18	N#C/C(C(N)=O)=C1/SC(Cc2ccc(F)cc2)C(=O)N1c1ccccc1 (stereo not given)	-11	-7	24	-16	-2	1	1	70*	5
19	COC(=O)c1ccc(N2CCN(c3ccccc3)CC2)c(NC(=O)C2CC2)c1	-5	0	9	3	-5	-7	10	3	-1
20	OCCNc1ncnc2ccc(Br)cc12	3	-6	10	-17	-4	16	0	-4	20
21	COc1ccc2nc(SCC(=O)Nc3c(C)cccc3C)[nH]c2c1	-2	-1	15	-5	1	-6	1	0	3
22	COc1cccc(C(=O)N2CCN(S(=O)(=O)Cc3ccccc3)CC2)c1	-13	0	12	-7	-14	3	-9	1	17
23	COc1cccc(CNn2c(-c3cccc(C)c3)nc3ccccc3c2=O)c1O	-3	5	-6	-2	-6	21	-7	-1	0
24	Cc1cc(C(=O)OCC(=O)N2CCOCC2)c(C)n1-c1ccccc1	-1	5	1	-11	-2	-11	-8	-4	4
25	CC(C)(C)c1ccc(NC(=O)CCNC(=O)c2ccco2)cc1	3	0	6	12	-6	6	3	1	13
26	COc1ccc(-n2nnnc2SCC(=O)NCCc2ccccc2)cc1OC	-12	-7	7	-13	-9	-10	13	2	6
27	CC1CN(CC(=O)NCc2ccccc2)CC(C)O1 (stereo not given)	-9	10	14	-8	-1	-5	-9	0	6
28	O=C(CN(Cc1ccc2c(c1)OCO2)C(=O)CNC(=O)c1ccco1)NC1CCCCC1	-4	1	35	-6	-1	-10	0	0	8
29	O=C(NC1CCCCC1)c1ccc(CNc2ccccc2)o1	-6	1	10	-11	4	0	4	0	14
30	CCC1c2ccc(C)n2CCN1C(=O)Nc1ccc(F)cc1 (stereo not given)	0	0	-130	-3	-6	5	6	-41	3
31	N#Cc1c(Cl)cccc1-n1ccnc1	-2	1	0	8	-4	-8	-12	2	29
32	CCOc1ccc(/C=N/OCC(=O)Nc2cc(C)on2)cc1	1	-6	8	-13	12	-6	9	1	20
33	Cc1ccc(S(=O)(=O)N2CCC(C(=O)Nc3ccc4c(c3)COC4=O)CC2)cc1	-2	-3	0	-4	-12	8	-7	-1	19
34	COc1ccc(S(=O)(=O)N2CCCC(C(=O)NCc3cccnc3)C2)cc1 (stereo not given)	-1	-6	13	-11	-8	-12	4	1	17
35	Cc1cc(O)ccc1N/C=C(\C#N)c1nc2ccccc2o1	-7	6	-73	-9	-6	-13	10	-57	14
36	Cc1ccc(S(=O)(=O)N(C)Cc2nc(-c3ccccn3)no2)cc1	-1	4	15	1	4	-7	1	0	12
37	CCC(=O)Nc1ccc(C(=O)OCc2ccc(Cl)c(Cl)c2)cc1	-4	10	4	3	-2	-5	3	-1	16
38	O=C1OC[C@@H]2CCCN2C(=O)[C@@H](CC(=O)N(CCO)Cc2ccccc2)C/C=C\C[C@@H]1Cc1ccc(F)cc1	0	6	13	-11	-3	-7	22	2	21
39	Cc1ccccc1NC(=S)c1nc2ccccc2[nH]1	·	·	-3	·	-32	-1	·	1	·
40	CCCCCCCN1CCC(=O)N(CCO)CC1	4	-1	16	-3	-3	-1	-4	1	10
41	O=C(COc1cccnc1[N+](=O)[O-])N1CCc2ccccc21	2	-10	23	-1	-9	-10	-13	3	5
42	c1ccc(CCCNCC2COc3ccccc3O2)cc1 (stereo not given)	-11	0	9	-3	-5	1	-2	3	15
43	O=C(NCc1ccc(Cl)cc1)C(=O)NCC1OCCN1C(=O)c1cccs1 (stereo not given)	1	1	11	-10	-10	-1	-15	1	16
44	O=C1c2ccccc2C(=O)N1CCCc1c[nH]c2ccccc12	-1	4	5	7	8	2	11	-1	24
45	O=C(COC(=O)Cc1cn2ccsc2n1)Nc1nc2ccccc2s1	4	10	-13	12	-2	-3	0	-7	-8
46	N=c1cc(C2(O)CCCCC2)n2c(nc3ccccc32)s1	26	58*	9	62*	1	1	5	1	28
47	N#CCSc1nnc(-c2cccnc2)n1-c1ccccc1	-4	2	6	2	-5	3	-7	0	19
48	COc1ccc(-c2noc(CCC(=O)N3CCN(c4cccc(C(F)(F)F)c4)CC3)n2)cc1	-4	-11	20	-2	-1	18	19	2	23
49	Cc1c(C(=O)NC2CCC(C)CC2)oc2ccccc12 (stereo not given)	0	-5	6	3	-3	27	12	0	17
50	Cc1cccc(C)c1NC(=O)CSc1nnc(-c2ccco2)c(-c2ccco2)n1	12	-5	60*	8	22	63*	42*	14	19
51	O=C(COC(=O)Cc1ccccc1F)Nc1ccc2[nH]c(=O)[nH]c2c1	12	-4	-34	-14	-2	2	5	-14	31
52	Nc1nnc(-c2cccnc2)s1	4	2	-24	-5	-6	6	6	1	5
53	COC(=O)c1ccc(CSc2nnc(-c3ccncc3)o2)o1	-13	-5	23	-20	-3	-7	7	-1	5
54	CC1(C)SCC2C(=O)N3C(CSC3(C)C)C(=O)N21 (stereo not given)	-2	-5	12	-2	-10	-11	-12	4	-14
55	CN(C)c1ccc(C=NCCC2(O)CCOC(C)(C)C2)cc1 (stereo not given)	1	6	1	1	0	-7	-2	0	6
56	COC(=O)c1ccc(CSc2nnc(NC(=O)C3CC(=O)N(c4ccc5c(c4)OCCO5)C3)s2)cc1 (stereo not given)	-10	-8	-8	-22	4	-30	20	-6	0
57	COc1cc(NC(=O)NCC2CCN(Cc3ccc(C)cc3)CC2)cc(OC)c1OC	7	12	18	0	-2	-6	3	2	5
58	O=c1c2ccccc2oc2nc(-c3cccs3)n(CCc3ccccc3)c(=O)c12	0	3	·	-26	·	·	15	·	23
59	NC(=S)N/N=C/c1c(O)c(Br)cc2oc3c(c12)CCCC3	8	9	29	-1	-18	-14	-11	-1	15
60	O=C(NCCN1CCCCC1)Nc1ccccc1F	-6	2	12	-14	-7	-12	-6	1	16
61	Cc1ccccc1C(=O)N1CCC(C(=O)Nc2cccc(F)c2)CC1	3	-1	25	3	-7	-21	-6	1	16
62	NC(=O)/C(=C/c1ccc2c(c1)OCO2)NC(=O)c1ccco1	-4	-6	1	0	13	-23	-44	-1	16

# Filtered by structure, those above with a furan ring, fused or not
entry	compound	SENP8 block-1	SENP7 block	SENP8 block-2	SENP6 inh	HKDC1 inh	PfG6PD inh	Apaf-1 inh	SENP1 FRET inh	NLRP3 yeast inh
25	CC(C)(C)c1ccc(NC(=O)CCNC(=O)c2ccco2)cc1	3	0	6	12	-6	6	3	1	13
28	O=C(CN(Cc1ccc2c(c1)OCO2)C(=O)CNC(=O)c1ccco1)NC1CCCCC1	-4	1	35	-6	-1	-10	0	0	8
29	O=C(NC1CCCCC1)c1ccc(CNc2ccccc2)o1	-6	1	10	-11	4	0	4	0	14
49	Cc1c(C(=O)NC2CCC(C)CC2)oc2ccccc12 (stereo not given)	0	-5	6	3	-3	27	12	0	17
50	Cc1cccc(C)c1NC(=O)CSc1nnc(-c2ccco2)c(-c2ccco2)n1	12	-5	60*	8	22	63*	42*	14	19
53	COC(=O)c1ccc(CSc2nnc(-c3ccncc3)o2)o1	-13	-5	23	-20	-3	-7	7	-1	5
59	NC(=S)N/N=C/c1c(O)c(Br)cc2oc3c(c12)CCCC3	8	9	29	-1	-18	-14	-11	-1	15
62	NC(=O)/C(=C/c1ccc2c(c1)OCO2)NC(=O)c1ccco1	-4	-6	1	0	13	-23	-44	-1	16

# This is a random part of the collection; overall some 4.1% were active at least once.
